DDE Tn6 FP inh – disrupts Tn6 cyclic peptide binding to fibrin D-Dimer-E complex; hit rate 0.21% among 370,000; Fibrin DD(E) TRITC-Tn6 fluorescence polarization displacement; inhibition, % at 8.3 µM; P02675; AID 720509;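 active = inhibition above a per-campaign cutoff: mean of compounds within control limits plus 3 SD, cut at about 15% in these data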;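 note: 0% = median of all compound wells on the plate and 100% = blocking peptide control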
Target sequence (P02675 whole entry, looked up): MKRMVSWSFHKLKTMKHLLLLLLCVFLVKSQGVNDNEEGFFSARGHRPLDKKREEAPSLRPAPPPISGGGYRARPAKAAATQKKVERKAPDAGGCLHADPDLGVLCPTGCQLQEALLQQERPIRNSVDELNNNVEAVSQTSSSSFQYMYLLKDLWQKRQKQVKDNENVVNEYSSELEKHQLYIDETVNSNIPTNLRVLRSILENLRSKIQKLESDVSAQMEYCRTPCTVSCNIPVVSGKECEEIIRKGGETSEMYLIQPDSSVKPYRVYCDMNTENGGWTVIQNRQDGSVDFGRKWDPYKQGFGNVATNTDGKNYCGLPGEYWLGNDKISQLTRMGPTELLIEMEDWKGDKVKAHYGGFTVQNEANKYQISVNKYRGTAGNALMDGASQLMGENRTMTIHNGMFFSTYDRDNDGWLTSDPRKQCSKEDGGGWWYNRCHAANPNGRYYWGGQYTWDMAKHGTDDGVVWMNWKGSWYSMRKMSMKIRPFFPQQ
UHRF1 MBD2 ctr – blocks human UHRF1 binding to methylated DNA; Q96T88; UHRF1 binding to methylated oligo, TR-FRET; inhibition, % at 4.4 µM; hit rate 0.75% among 370,000; AID 687016; in the data active = inhibition above about 21%;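 note: UHRF1 SRA domain binding a hemimethylated CpG hairpin DNA probe; 0% = median of test compound wells and 100% = reference inhibitor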
ADAM17 inh – ADAM17 inhibition, QFRET primary screen; recombinant ADAM17, EDANS/DABCYL FRET peptide cleavage; hit rate 0.83% among 370,000; P78536; inhibition, % at 6.95 µM; AID 720648;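 active = inhibition above the mean of compounds lying between control limits plus 3 SD, set per campaign, cut at about 8.5% in these data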;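 note: 0% = DMSO-only wells as the low control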
KLK7 zymogen act – activators of human kallikrein-7 zymogen. P49862. activation, % at 7 µM. hit rate 0.9% among 370,000. purified proKLK7, EDANS-DABCYL substrate fluorescence; 100% is mature enzyme control, 0% vehicle. AID 652039;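 active = activation above the mean of all tested compounds plus 3 SD, computed per campaign excluding outliers beyond control limits, cut at about 13% in these data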
Target sequence (P49862 whole entry, looked up): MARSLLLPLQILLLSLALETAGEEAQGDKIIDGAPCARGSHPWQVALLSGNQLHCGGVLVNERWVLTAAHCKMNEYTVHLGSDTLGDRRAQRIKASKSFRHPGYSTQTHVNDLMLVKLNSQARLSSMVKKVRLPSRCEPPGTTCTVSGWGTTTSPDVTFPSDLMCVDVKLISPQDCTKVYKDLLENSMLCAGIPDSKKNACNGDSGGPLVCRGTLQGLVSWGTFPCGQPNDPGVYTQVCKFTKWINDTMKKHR
ASAP1 inh – ASAP1 ArfGAP inhibition. hit rate 0.19% among 360,000. inhibition, % at 16.5 µM. AID 624377. Q9ULH1. ASAP1-stimulated ARF1 GTP hydrolysis, GDP FP detection; in the data active = inhibition above about 25%;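 note: 0% = vehicle with enzyme and substrate and 100% = no enzyme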
PLCb3 inh – blocks human PLC-beta3 enzyme activity; inhibition, % at 12.2 µM; Q01970; AID 720704; Purified PLC-beta3, fluorogenic substrate, fluorescence; hit rate 0.18% among 370,000; in the data active = inhibition above about 11%;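 note: 0% = median of compound wells on plate and 100% = full blocker control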
ARFGAP1 inh – inhibitors of rat ARFGAP1. hit rate 0.26% among 360,000. AID 651572. Arfgap1-stimulated ARF1 GTP hydrolysis, GDP FP detection. inhibition, % at 16.5 µM. Q62848;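 active = inhibition above a per-plate limit, mean inhibition of low control wells plus 3 SD, cut at about 25% in these data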;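 note: 0% = DMSO wells with enzyme and 100% = wells lacking Arfgap1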
Target sequence (Q62848 1-136 limits assumed): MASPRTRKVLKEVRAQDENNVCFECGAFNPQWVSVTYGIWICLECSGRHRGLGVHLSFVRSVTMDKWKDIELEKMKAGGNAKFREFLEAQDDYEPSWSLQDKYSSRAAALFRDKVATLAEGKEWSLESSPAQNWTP
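System: truncated rat Arfgap1 GAP domain / Medium: HEPES-based buffer, pH 7.5 / Also added: N-terminally truncated human ARF1-GTP substrate / Incubation: enzyme reaction 120 min at 25 °C after 20 min preincubation / Measured by: FP of antibody-bound GDP Alexa 633 tracer, ex 620/em 688 nm / Replicates: singlicate, each compound tested once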
MBD2 DNA inh – inhibitors of human MBD2 binding to methylated oligonucleotide. TR-FRET. hit rate 0.31% among 370,000. Q9UBB5. inhibition, % at 4.4 µM; in the data active = inhibition above about 13%
DDE Tn7 FP inh – DD(E)-Tn7 binding inhibition, primary FP screen | P02675 | FP displacement of FITC-Tn7 peptide from fibrin DD(E); 0% = median of compound wells per plate | inhibition, % at 8.3 µM | hit rate 0.13% among 370,000 | AID 720508;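 active = inhibition above the mean of compounds falling within the control limits plus 3 SD of them, cut at about 14% in these data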;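 note: 0% = plate median of compound wells and 100% = 10 µM Aha-Tn7 peptide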
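Assay system: Fibrin-DD(E) protein isolated from polymerized human fibrin clots; read-out basis: percent inhibition; medium: Tris/NaCl/CaCl2 buffer, pH 7.8; signal: FP measurement; incubation: 10 min plus 3 h, room temperature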
PLCg1 inh – inhibitors of human phospholipase C gamma1; inhibition, % at 12.2 µM; hit rate 0.84% among 370,000; purified PLC-gamma1, fluorogenic substrate, fluorescence; in the data active = inhibition above about 9.5%
An asterisk follows results filed as active; & = joins results of further samples. This is a subset (hit frequency here may not be typical).

Screening Nc1ccc2c(c1)Cc1ccccc1-2 returned DDE Tn6 FP inh -2, UHRF1 MBD2 ctr -1, ADAM17 inh -8, KLK7 zymogen act 0.5, ASAP1 inh -2, PLCb3 inh -2, ARFGAP1 inh 9, MBD2 DNA inh 0, DDE Tn7 FP inh 0 and PLCg1 inh 0.
`O=c1[nH]c(=S)n(C2CC2)c(O)c1/C=N/N1CCOCC1` gave DDE Tn6 FP inh 5, UHRF1 MBD2 ctr -2, ADAM17 inh 2, KLK7 zymogen act -0.5, ASAP1 inh -4, PLCb3 inh 2, ARFGAP1 inh -5, MBD2 DNA inh 3, DDE Tn7 FP inh -12 and PLCg1 inh 6.
For CCC1(CC)C(=O)NC(=O)N(CCc2ccccn2)C1=O the results were DDE Tn6 FP inh -9, UHRF1 MBD2 ctr 2, ADAM17 inh -3, KLK7 zymogen act -0.1, ASAP1 inh 1, PLCb3 inh 0, ARFGAP1 inh -4, MBD2 DNA inh 1, DDE Tn7 FP inh 3 and PLCg1 inh -1.
For Cc1ccccc1N1C(=O)NC(=O)/C(=C\c2ccc3c(c2)CCCN3Cc2ccccc2)C1=O the results were DDE Tn6 FP inh -3, UHRF1 MBD2 ctr 0, ADAM17 inh -5, KLK7 zymogen act -0.3, ASAP1 inh -10, PLCb3 inh -24, ARFGAP1 inh -2, MBD2 DNA inh -7, DDE Tn7 FP inh -4 and PLCg1 inh -21.
For CC(c1ccccc1)n1cncc1C(=O)O (configuration not stated) the results were DDE Tn6 FP inh 3, UHRF1 MBD2 ctr 5, ADAM17 inh 9.4*, KLK7 zymogen act 0.4, ASAP1 inh 14, PLCb3 inh 6, ARFGAP1 inh -6, MBD2 DNA inh 1, DDE Tn7 FP inh -4 and PLCg1 inh 11*.
Screening COC(=O)C1=C(c2cc3ccccc3o2)C[C@@H]2CC[C@H]1N2C(=O)N1CCCCC1 returned DDE Tn6 FP inh 2, UHRF1 MBD2 ctr -5, ADAM17 inh -3, KLK7 zymogen act -0.1, ASAP1 inh 2, PLCb3 inh -1, ARFGAP1 inh -7, MBD2 DNA inh 2, DDE Tn7 FP inh 7 and PLCg1 inh -1.
For COc1ccccc1-n1c(-c2ccccc2)nc2ccccc2c1=O the results were DDE Tn6 FP inh 4, UHRF1 MBD2 ctr -4, ADAM17 inh -6, KLK7 zymogen act 0.3, ASAP1 inh -3, PLCb3 inh -4, ARFGAP1 inh 9, MBD2 DNA inh -5, DDE Tn7 FP inh 3 and PLCg1 inh 1.
For C=CCN1C(=O)/C(=C/c2cccs2)C(=O)NC1=S the results were DDE Tn6 FP inh -2, UHRF1 MBD2 ctr 2, ADAM17 inh 0, KLK7 zymogen act 1.0, ASAP1 inh -8, PLCb3 inh 0, ARFGAP1 inh 5, MBD2 DNA inh -7, DDE Tn7 FP inh 2 and PLCg1 inh 1.
For Cc1ccccc1-c1ccc2c(c1)CNCc1cnnn1-2 the results were DDE Tn6 FP inh 0, UHRF1 MBD2 ctr 2, ADAM17 inh -5, KLK7 zymogen act 0.3, ASAP1 inh -14, PLCb3 inh 2, ARFGAP1 inh 13, MBD2 DNA inh 1, DDE Tn7 FP inh 5 and PLCg1 inh 0.
Screening CC(NCc1ccccc1Cl)C(O)c1ccccc1 (configuration not stated) returned DDE Tn6 FP inh 4, UHRF1 MBD2 ctr 9, ADAM17 inh -3, KLK7 zymogen act -0.3, ASAP1 inh -7, PLCb3 inh 2, ARFGAP1 inh 12, MBD2 DNA inh 8, DDE Tn7 FP inh 3 and PLCg1 inh 0.
For O=[N+]([O-])c1cccc(NP(=O)(Oc2ccccc2)Oc2ccccc2)c1 the results were DDE Tn6 FP inh -7, UHRF1 MBD2 ctr -2, ADAM17 inh 3, KLK7 zymogen act -0.8, ASAP1 inh 13, PLCb3 inh -4, ARFGAP1 inh 7, MBD2 DNA inh 8, DDE Tn7 FP inh 1 and PLCg1 inh 0.
`O=c1[nH]c(=O)n(Cc2ccc(F)cc2)c(O)c1C=NCC1CCCO1` (configuration not stated) gave DDE Tn6 FP inh 14, UHRF1 MBD2 ctr -2, ADAM17 inh -3, KLK7 zymogen act 0.1, ASAP1 inh -6, PLCb3 inh 2, ARFGAP1 inh -7, MBD2 DNA inh 0, DDE Tn7 FP inh 9 and PLCg1 inh -1.
CC12CCC3C(CCC4(O)CC(O)CCC34C=NO)C1(O)CCC2C1=COC(=O)C1 (configuration not stated) was read as DDE Tn6 FP inh -5, UHRF1 MBD2 ctr 5, ADAM17 inh 0, KLK7 zymogen act -0.2, ASAP1 inh 3, PLCb3 inh 0, ARFGAP1 inh -7, MBD2 DNA inh 8, DDE Tn7 FP inh 7 and PLCg1 inh 5.
`O=C(COc1ccc2ccc(=O)oc2c1)N1CCC(C(=O)O)(c2ccccc2)CC1` gave DDE Tn6 FP inh -5, UHRF1 MBD2 ctr 1, ADAM17 inh -59, KLK7 zymogen act -0.2, ASAP1 inh 6, PLCb3 inh -16, ARFGAP1 inh 11, MBD2 DNA inh 3, DDE Tn7 FP inh -5 and PLCg1 inh -16.
Screening CN1CCN(CC#CCOc2ccc(Cl)cc2)CC1 returned DDE Tn6 FP inh 1, UHRF1 MBD2 ctr 4, ADAM17 inh 7, KLK7 zymogen act 0.1, ASAP1 inh -1, PLCb3 inh 4, ARFGAP1 inh -11, MBD2 DNA inh -2, DDE Tn7 FP inh -4 and PLCg1 inh 8.
Screening O=C(NCC1=C(c2cccc3ccccc23)C[C@@H]2CC[C@H]1N2Cc1ccco1)c1cccs1 returned DDE Tn6 FP inh 5, UHRF1 MBD2 ctr 2, ADAM17 inh 3, KLK7 zymogen act 1.2, ASAP1 inh -3, PLCb3 inh 1, ARFGAP1 inh -7, MBD2 DNA inh 2, DDE Tn7 FP inh 0 and PLCg1 inh 2.
Screening Cc1nn(CC(C)C)c(Cl)c1C(=O)NC1CCCC1 returned DDE Tn6 FP inh 9, UHRF1 MBD2 ctr -1, ADAM17 inh -4, KLK7 zymogen act 0.4, ASAP1 inh -4, PLCb3 inh 1, ARFGAP1 inh 9, MBD2 DNA inh -1, DDE Tn7 FP inh -9 and PLCg1 inh 0.
Screening O=C(CN1CCCCC1)c1cccc(Br)c1 returned DDE Tn6 FP inh 2, UHRF1 MBD2 ctr -1, ADAM17 inh 3, KLK7 zymogen act -0.8, ASAP1 inh 0, PLCb3 inh 1, ARFGAP1 inh -9, MBD2 DNA inh 3, DDE Tn7 FP inh 1 and PLCg1 inh 1.
For C[C@H]1O[C@@H](OC2CC[C@]3(C=O)[C@H]4CC[C@]5(C)[C@@H](C6=CC(=O)OC6)CC[C@]5(O)[C@@H]4CC[C@]3(O)C2)CC2OC(C)(C)OC21 (some centres not stated) the results were DDE Tn6 FP inh 4, UHRF1 MBD2 ctr 2, ADAM17 inh 0, KLK7 zymogen act 0.1, ASAP1 inh -7, PLCb3 inh 0, ARFGAP1 inh 6, MBD2 DNA inh 1, DDE Tn7 FP inh -6 and PLCg1 inh 1.
CC(C)OC(=O)Nc1ccc(N=C(N)N[N+](=O)[O-])cc1 was read as DDE Tn6 FP inh 1, UHRF1 MBD2 ctr 3, ADAM17 inh -4, KLK7 zymogen act -0.2, ASAP1 inh 11, PLCb3 inh -6, ARFGAP1 inh 16, MBD2 DNA inh 2, DDE Tn7 FP inh 6 and PLCg1 inh -2.
For O=C1CC[C@@]2(O)[C@H]3Cc4ccc(O)c5c4[C@@]2(CCN3CC2CC2)C1O5 (some centres not stated) the results were DDE Tn6 FP inh -3&-6, UHRF1 MBD2 ctr -1&2, ADAM17 inh -1&-1, KLK7 zymogen act -0.3&1.0, ASAP1 inh -1&-1, PLCb3 inh 8&-1, ARFGAP1 inh -7&6, MBD2 DNA inh -2&5, DDE Tn7 FP inh 1&-2 and PLCg1 inh 3&-4.
`O=C(O)C1C2c3ccccc3C(c3ccccc32)C1C(=O)Nc1ccccc1` (configuration not stated) gave DDE Tn6 FP inh 0, UHRF1 MBD2 ctr 1, ADAM17 inh -4, KLK7 zymogen act -0.4, ASAP1 inh -6, PLCb3 inh -4, ARFGAP1 inh 2, MBD2 DNA inh 4, DDE Tn7 FP inh -4 and PLCg1 inh 3.
For CC(C)NC(=O)c1ccc(N2CC3CC(C2)c2cccc(=O)n2C3)c([N+](=O)[O-])c1 (configuration not stated) the results were DDE Tn6 FP inh -6, UHRF1 MBD2 ctr 1, ADAM17 inh -4, KLK7 zymogen act 0.0, ASAP1 inh 4, PLCb3 inh 5, ARFGAP1 inh 3, MBD2 DNA inh 0, DDE Tn7 FP inh -3 and PLCg1 inh 3.
Screening COc1ccc(CN2CCCC(C(=O)c3cccc(Cl)c3)C2)cc1 (configuration not stated) returned DDE Tn6 FP inh -1, UHRF1 MBD2 ctr 3, ADAM17 inh -1, KLK7 zymogen act -0.4, ASAP1 inh 5, PLCb3 inh -5, ARFGAP1 inh -2, MBD2 DNA inh 4, DDE Tn7 FP inh -2 and PLCg1 inh 3.
For O=C1CC(=O)N(c2cccc(C(F)(F)F)c2)C(=O)N1 the results were DDE Tn6 FP inh 5, UHRF1 MBD2 ctr -3, ADAM17 inh -5, KLK7 zymogen act 0.1, ASAP1 inh -7, PLCb3 inh -7, ARFGAP1 inh 7, MBD2 DNA inh 4, DDE Tn7 FP inh -3 and PLCg1 inh 0.
For O=C1NC(c2cc3ccccc3nc2Cl)Nc2ccccc21 (configuration not stated) the results were DDE Tn6 FP inh -7, UHRF1 MBD2 ctr 4, ADAM17 inh -3, KLK7 zymogen act -0.2, ASAP1 inh 1, PLCb3 inh -1, ARFGAP1 inh 1, MBD2 DNA inh 1, DDE Tn7 FP inh 4 and PLCg1 inh -3.

Four structures from above, ordered by length of the SMILES, largest number first:
For CC(C)NC(=O)c1ccc(N2CC3CC(C2)c2cccc(=O)n2C3)c([N+](=O)[O-])c1 (configuration not stated) the results were DDE Tn6 FP inh -6, UHRF1 MBD2 ctr 1, ADAM17 inh -4, KLK7 zymogen act 0.0, ASAP1 inh 4, PLCb3 inh 5, ARFGAP1 inh 3, MBD2 DNA inh 0, DDE Tn7 FP inh -3 and PLCg1 inh 3.
For O=C1CC[C@@]2(O)[C@H]3Cc4ccc(O)c5c4[C@@]2(CCN3CC2CC2)C1O5 (some centres not stated) the results were DDE Tn6 FP inh -3&-6, UHRF1 MBD2 ctr -1&2, ADAM17 inh -1&-1, KLK7 zymogen act -0.3&1.0, ASAP1 inh -1&-1, PLCb3 inh 8&-1, ARFGAP1 inh -7&6, MBD2 DNA inh -2&5, DDE Tn7 FP inh 1&-2 and PLCg1 inh 3&-4.
`O=C(O)C1C2c3ccccc3C(c3ccccc32)C1C(=O)Nc1ccccc1` (configuration not stated) gave DDE Tn6 FP inh 0, UHRF1 MBD2 ctr 1, ADAM17 inh -4, KLK7 zymogen act -0.4, ASAP1 inh -6, PLCb3 inh -4, ARFGAP1 inh 2, MBD2 DNA inh 4, DDE Tn7 FP inh -4 and PLCg1 inh 3.
Screening COc1ccc(CN2CCCC(C(=O)c3cccc(Cl)c3)C2)cc1 (configuration not stated) returned DDE Tn6 FP inh -1, UHRF1 MBD2 ctr 3, ADAM17 inh -1, KLK7 zymogen act -0.4, ASAP1 inh 5, PLCb3 inh -5, ARFGAP1 inh -2, MBD2 DNA inh 4, DDE Tn7 FP inh -2 and PLCg1 inh 3.
